OXTR potentiate – potentiators of human oxytocin receptor | activation, % at 3 µM | CHO-OTR cells, Fluo-8 calcium fluorescence, potentiator mode; 0% = oxytocin EC15, 100% = EC100 | AID 2445 | P30559 | 320,000 tested, 0.061% active;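 active = activation above that plate's cutoff, the mean activation of tested compounds plus 3 SD, cut at about 6.6% in these data, passing the limit was not always enough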;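 also: 100% uses oxytocin at 75 nM as the full agonist control; some results filed as inactive read as strong as hits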
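Material: human OTR in CHO cells. Compound: 3.0 µM, one dose. Timing: compound 6 min at room temperature before oxytocin, 100 s read. Evaluation: % activation of max/min ratio relative to oxytocin controls. Replication: single well per compound, singlicate. Signal: Fluo-8 calcium dye fluorescence.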
OXTR agonist – human OXTR agonism; CHO-OTR cells, Fluo-8 calcium fluorescence; normalized: DMSO 0%, oxytocin 100%; activation, % at 3 µM; 320,000 tested, 0.32% active;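 active = activation above the mean of all tested compounds plus 3 SD, cutoff set per screening run, cut at about 20% in these data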;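 also: peak over basal fluorescence ratio from a 100 s FLIPR kinetic read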
M18AAP inhibitor – blocks P. falciparum M18 aspartyl aminopeptidase | inhibition, % at 7.35 µM | 290,000 tested, 1.2% active | recombinant PfM18AAP, H-Glu-NHMec fluorogenic cleavage;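 active = inhibition above the campaign mean inhibition over all tested compounds plus 3 SD, cut at about 28% in these data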;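 also: 0% = plate median of test compound wells and 100% = 2 mM ZnCl2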
GPR7 antagonist – antagonists of human GPR7 (neuropeptides B/W receptor 1) | P48145 | GPR7-expressing cells, fluorescence antagonist assay | inhibition, % at 4.4 µM | 290,000 tested, 1.1% active; in the data active = inhibition above about 16%, passing the limit was not always enough;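 also: cells stimulated with the agonist NPW; 0% = agonist with vehicle and 100% = vehicle without agonist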
Target sequence (P48145 whole entry, looked up): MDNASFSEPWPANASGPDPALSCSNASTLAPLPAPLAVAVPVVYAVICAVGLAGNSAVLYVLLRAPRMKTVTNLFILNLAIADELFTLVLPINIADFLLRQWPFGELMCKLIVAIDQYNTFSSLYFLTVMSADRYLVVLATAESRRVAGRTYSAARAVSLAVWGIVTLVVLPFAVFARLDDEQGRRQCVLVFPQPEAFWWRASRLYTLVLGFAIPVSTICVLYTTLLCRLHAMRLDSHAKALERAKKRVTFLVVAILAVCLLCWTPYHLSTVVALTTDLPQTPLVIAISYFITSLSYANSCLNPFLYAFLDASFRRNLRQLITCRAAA
MEKK2wt PB1 HTS – raises or lowers MEK5 binding to wildtype human MEKK2 PB1 domain | binding response (% of control), % at 10 µM | 290,000 tested, 1.1% active | bead flow cytometry, Alexa488-MEK5 binding to MEKK2 WT; actives lie on both sides; in the data active = binding response below about 67% or above about 130%
V1aR counter – activates human V1a receptor in oxytocin agonist counter-screen; P37288; CHO-V1R cells, Fluo-8 calcium fluorescence, agonist mode; 0% DMSO, 100% 3 nM vasopressin; activation, % at 3 µM; 320,000 tested, 0.25% active; AID 2797;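 active = activation above the mean activation of all tested compounds plus 3 SD, per screening run, cut at about 20% in these data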;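 also: signal is peak over basal fluorescence ratio across a 100 second FLIPR read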
Target sequence (P37288 whole entry, looked up): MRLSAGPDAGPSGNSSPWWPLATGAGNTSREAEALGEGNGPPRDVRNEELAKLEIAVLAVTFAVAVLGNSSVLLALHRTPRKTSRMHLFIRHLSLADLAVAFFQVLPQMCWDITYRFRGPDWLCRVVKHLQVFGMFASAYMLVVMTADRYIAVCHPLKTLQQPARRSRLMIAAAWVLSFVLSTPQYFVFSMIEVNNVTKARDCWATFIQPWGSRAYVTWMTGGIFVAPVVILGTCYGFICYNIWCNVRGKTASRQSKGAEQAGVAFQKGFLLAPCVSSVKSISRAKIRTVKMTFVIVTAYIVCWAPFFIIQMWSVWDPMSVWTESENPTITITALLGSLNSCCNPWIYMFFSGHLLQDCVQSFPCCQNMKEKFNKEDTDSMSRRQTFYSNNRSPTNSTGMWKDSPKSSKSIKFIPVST
GalR3 antagonist – blocks the human galanin receptor 3 | O60755 | HEK293 GalR3-CNG cAMP membrane potential fluorescence; galR3 body fused to GalR1 C-terminus | inhibition, % at 3 µM | 360,000 tested, 0.44% active | AID 651719;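 active = inhibition above the screen-wide average plus 3 SD, cut at about 13% in these data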;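 also: forskolin and galanin both at EC90 stimulate the cells; cAMP rise reported by CNG channel membrane potential dye signal; 0% = forskolin plus galanin with DMSO and 100% = forskolin alone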
Target sequence (O60755 1-299 limits assumed): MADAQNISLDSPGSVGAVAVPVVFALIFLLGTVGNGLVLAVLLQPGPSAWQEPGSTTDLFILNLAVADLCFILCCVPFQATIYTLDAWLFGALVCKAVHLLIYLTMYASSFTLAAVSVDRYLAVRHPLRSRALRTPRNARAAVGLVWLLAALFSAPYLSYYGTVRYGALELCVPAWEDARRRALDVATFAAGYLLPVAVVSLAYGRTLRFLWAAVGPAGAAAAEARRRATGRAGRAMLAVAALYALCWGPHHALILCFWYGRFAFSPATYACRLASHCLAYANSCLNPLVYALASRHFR
NALP1 yeast inh – NALP1 inhibition. S. cerevisiae NALP1/ASC/caspase-1 growth, X-gal OD620, 72 h. inhibition, % at 10 µM. 280,000 tested, 0.61% active. AID 2071; in the data active = inhibition mostly above about 24%, no sharp cut-off; inactive = mostly below about 32%; also: some compounds called inactive have numbers as strong as hits
MEKK2 mut-MEK5 – signal of MEK5 binding to mutant human MEKK2 PB1 domain. AID 1530. bead flow cytometry, Alexa488-MEK5 binding to MEKK2 mutant. percent response, % at 10 µM. 290,000 tested, 0.35% active; in the data active = percent response above about 24%, passing the limit was not always enough; also: inactives centre near 1; some results filed as inactive read as strong as hits
* marks the source's active call; other numbers are inactive results; . = no result given; [ ] = dose if it differs, or a comment.

SMILES	OXTR potentiate	OXTR agonist	M18AAP inhibitor	GPR7 antagonist	MEKK2wt PB1 HTS	V1aR counter	GalR3 antagonist	NALP1 yeast inh	MEKK2 mut-MEK5
O=C(NCCc1ccc(Cl)cc1)c1ccc(CS(=O)Cc2ccccc2Cl)o1 (stereo unspecified)	-13	7.4	-6	-6	102	9.6	2	6	2
CC(=O)c1cccc(NC(=O)c2ccc(Br)o2)c1	-10	-0.8	-2	7	101	-0.4	-6	0	-1
CCN(CC)c1ccc(C(=O)OCC(=O)N(C(C)C)C(C)C)cc1	-3	-1.1	-4	-17	102	-0.8	3	-12	-2
Cc1cc2cc(CNC(=O)c3ccc(S(=O)(=O)N4CCCC4)cc3)ccc2n1C	-9	-0.2	-9	8	99	0.8	.	28	-1
Clc1cccc(Cl)c1Cn1nnc(N2CCCC2)n1	3	-2.4	-11	-12	99	-0.2	-4	13	-9
CC(C)NCc1c(O)c(Br)cc2oc3c(c12)CCCC3	.	.	14	-7	105	.	0	40	3
CC(C)=CCCC1=CCC2C(=O)NNC(=O)C2C1 (stereo unspecified)	-3	-1.3	0	3	106	-1.0	-1	8	7
Cc1ccc(S(=O)(=O)N2CCOCC2)cc1C(=O)N1CCOCC1	-6	1.1	13	-10	93	1.6	0	6	-7
COc1cc(-c2nc3n(n2)C(c2ccc(F)cc2)C2=C(CCCC2=O)N3)cc(OC)c1OC (stereo unspecified)	3	-0.2	1	-8	91	-0.4	-5	8	-9
O=C(NCc1cccnc1)C1COc2ccccc2O1 (stereo unspecified)	.	.	2	-10	.	.	-1	16	.
Cc1ccc(S(=O)(=O)N2Cc3ccccc3CC2C(=O)Nn2cnnc2)cc1 (stereo unspecified)	2	-0.4	41*	-5	109	0.6	1	-5	7
CCN(CC(=O)Nc1ccc(NC(C)=O)cc1)C(=O)/C=C/c1cn(-c2ccccc2)nc1-c1cccs1	2	1.2	.	.	.	0.3	-1	.	.
O=C(CSc1nc2ncc(Cl)cc2[nH]1)NCCc1ccc(F)cc1	-7	-0.7	7	8	100	0.7	-4	21	-1
COC(=O)C1=CN(Cc2ccc(OC)c(OC)c2)C=C(C(=O)OC)C1c1cccc(OC)c1OC	-13	-1.6	-4	-8	103	-0.9	-8	20	8
CN(C)c1ccc(/C=N/O)cc1	-3	1.0	0	-6	101	-0.1	10	10	-2
Cc1cccc2cc(CNCC3CCCO3)c(Cl)nc12 (stereo unspecified)	-7	-1.0	-1	22*	86	-1.1	-3	-11	-8
C=CCn1c(NC(=O)c2ccccc2)nc2ccccc21	-12	0.6	5	-18	102	-1.4	-12	10	0
O=C(COc1cccc2cccnc12)Nc1cccc(S(=O)(=O)N2CCCC2)c1	-9	5.0	.	.	.	5.4	6	.	.
CC(=O)NS(=O)(=O)c1cccnc1Nc1ccc(Cl)c(Cl)c1	-3	2.5	12	-5	100	0.2	-1	27	4
CCc1ccc(C(C(=O)NC2CCCC2)N(Cc2cccnc2)C(=O)c2csnn2)cc1 (stereo unspecified)	-6	-1.1	1	-3	104	0.0	-10	17	1
CCn1ncc(Br)c1C(=O)Nc1cc([N+](=O)[O-])ccc1C	1	-1.5	6	-5	95	-1.5	-2	24	1
CN1CCN(S(=O)(=O)c2ccc(NC(=O)C3CCCO3)cc2)CC1 (stereo unspecified)	-5	0.1	6	1	103	-0.1	-6	18	9
Nc1nc(CSc2ccccc2)nc(N2CCCCC2)n1	3	-2.2	0	3	91	0.3	-7	4	-5
CCCCCCCCc1c(O)nc(-n2[nH]c(C)c(CCO)c2=O)[nH]c1=O	-3	-0.7	3	-14	96	-0.6	-5	-4	-1
O=C(CSc1ccccc1)NCc1ccccc1	-11	-0.8	-8	-8	112	-0.5	-5	15	4

Nothing new here: five of the compounds above.
SMILES	OXTR potentiate	OXTR agonist	M18AAP inhibitor	GPR7 antagonist	MEKK2wt PB1 HTS	V1aR counter	GalR3 antagonist	NALP1 yeast inh	MEKK2 mut-MEK5
O=C(NCCc1ccc(Cl)cc1)c1ccc(CS(=O)Cc2ccccc2Cl)o1 (stereo unspecified)	-13	7.4	-6	-6	102	9.6	2	6	2
CC(=O)c1cccc(NC(=O)c2ccc(Br)o2)c1	-10	-0.8	-2	7	101	-0.4	-6	0	-1
CCN(CC)c1ccc(C(=O)OCC(=O)N(C(C)C)C(C)C)cc1	-3	-1.1	-4	-17	102	-0.8	3	-12	-2
Cc1cc2cc(CNC(=O)c3ccc(S(=O)(=O)N4CCCC4)cc3)ccc2n1C	-9	-0.2	-9	8	99	0.8	.	28	-1
Clc1cccc(Cl)c1Cn1nnc(N2CCCC2)n1	3	-2.4	-11	-12	99	-0.2	-4	13	-9

Other compounds.
SMILES	OXTR potentiate	OXTR agonist	M18AAP inhibitor	GPR7 antagonist	MEKK2wt PB1 HTS	V1aR counter	GalR3 antagonist	NALP1 yeast inh	MEKK2 mut-MEK5
O=S(=O)(/N=C(/c1ccccc1)N1CCCCC1)c1ccccc1	-1	-0.9	2	-12	111	0.0	-8	15	3
Cc1ccc(S(=O)(=O)NCCc2nnc3ccc(NCCCOC(C)C)nn23)cc1	-5	-0.4	2	-9	104	-0.6	-3	28	-3
Cc1ccc(/C=N/NC(=O)c2cccc3ccccc23)o1	-9	0.7	7	8	93	1.1	-8	13	-5
CCOc1cc2[nH]c(=S)n(CCN3CCC(C)CC3)c(=O)c2cc1OCC	-5	-2.4	-18	-9	105	-1.8	-4	17	6
Cc1cccc(-n2c(SCc3cc(=O)n4ccsc4n3)nc3ccccc32)c1	-8	-1.6	-3	0	.	-1.6	-3	-4	.
c1nc(NCC2(N3CCOCC3)CCCCC2)c2ccsc2n1	-1	1.3	-15	-5	117	1.0	-3	5	4
O=C(NNC(=O)C12CC3CC(CC(C3)C1)C2)c1ccccc1O	-3	0.5	.	.	.	-0.3	-6	.	.
COc1cc(/C=N/NC(=O)CSc2n[nH]c(=O)[nH]c2=O)cc(OC)c1O	-5	3.2	14	-1	107	0.6	-4	29	4
CN(CCOc1cccc2ccccc12)Cc1ccccc1	-2	-1.4	-7	-15	117	-0.3	-11	6	14
COCCCn1c(SCC(=O)Nc2ccccc2)nnc1-c1ccncc1	5	0.4	6	-11	103	4.5	1	-2	3
CC(=O)C1=C(c2ccccc2)OC(N)=C(C#N)C1c1ccccc1C (stereo unspecified)	1	-0.3	-2	-6	102	0.0	-2	20	1
O=C(Nc1ccccc1Cl)c1ccc2c(=O)n3c(nc2c1)CCC3	-5	1.2	.	.	.	0.0	-8	.	.
CCC(C)NC(=O)N1c2ccccc2Sc2ccccc21 (stereo unspecified)	-7	-4.2	1	-10	102	-1.5	-6	-1	-1
c1ccc(NC2=NCCN2CCCC2CCCCC2)cc1	-9	2.7	.	.	.	2.3	-9	.	.
CC(=O)Nc1cccc(-n2nnc(SCC(=O)Nc3ccc(F)c(Cl)c3)n2)c1	-14	7.3	-6	-7	102	5.8	-4	-1	3
COc1cc(C(=O)NCC(=O)OCc2cc(=O)oc3c(C)c(C)ccc23)cc(OC)c1OC	-1	-2.1	-12	-10	100	-1.8	-3	-2	-2
CCN(CC)CCN(C(=O)c1cc2ccccc2cc1OC)c1nc2ccc(OC)cc2s1	-3	-0.7	6	3	148*	0.3	-10	5	26*
O=C(c1ccc(F)cc1)c1ccc(OCC(=O)N2CCOCC2)cc1	-8	2.6	.	.	.	0.6	-7	.	.
Fc1cc(F)nc(NCc2ccccc2)n1	.	.	-2	-7	100	.	-8	9	7
COc1ccc(C(=O)COC(=O)c2sc(C)nc2C)cc1F	-4	3.5	.	.	.	4.0	3	.	.
CCC(=NC(CC)CO)C1=C(O)CC(C)(C)CC1=O (stereo unspecified)	-6	0.7	-2	-3	100	0.8	0	7	1
Oc1ccc(/C=N/NC(=S)NCc2ccco2)cc1	-1	4.2	3	11	103	2.4	2	0	3
COC(=O)c1ccc(CNC(=O)N2CCN(S(=O)(=O)c3ccc(C)cc3)CC2)cc1	-6	2.7	-9	-9	102	3.7	-8	13	-1
CCC1CCCCN1C(=O)CCC(=O)Nc1nnc(C(F)(F)F)s1 (stereo unspecified)	-11	1.1	2	0	100	0.1	-1	-1	-1
CCN(CC)c1ccc(/C=N/Nc2nc3ccccc3[nH]2)cc1	.	.	14	-20	130	.	-7	28	4
(continued)
SMILES	OXTR potentiate	OXTR agonist	M18AAP inhibitor	GPR7 antagonist	MEKK2wt PB1 HTS	V1aR counter	GalR3 antagonist	NALP1 yeast inh	MEKK2 mut-MEK5
COc1ccc(N(C)C(=O)c2cc3c(Cl)nc4ccccc4c3s2)cc1	6	-0.2	0	-11	113	-0.2	1	22	9
CCn1cc(C2=NOC(C(=O)Nc3ccc4c(c3)OCO4)C2)c(C)n1 (stereo unspecified)	0	3.7	8	-2	98	5.1	-7	14	0
CCc1ccc(N(CC(=O)NC(C)(C)C)C(=O)CCC(=O)Nc2ccccn2)cc1	.	.	1	-13	101	.	-13	5	2
Cc1ccc(OC(=O)CN2C(=O)c3ccccc3C2=O)cc1C	0	-1.7	0	-5	97	-0.8	-9	9	-3
COc1ccc(N(C(=O)Cn2nnc3ccccc32)C(C(=O)NCc2ccco2)c2ccc(C)o2)cc1 (stereo unspecified)	-8	-1.2	-9	-11	99	-0.6	7	2	0
Cc1noc(C(=O)Nc2cccnc2Cl)c1Cl	.	.	-8	-11	105	.	-6	16	2
O=C(O)CC(NC(=O)C(c1ccccc1)c1ccccc1)c1cccc([N+](=O)[O-])c1 (stereo unspecified)	-2	-0.3	9	-9	88	-0.6	1	-1	-2
COc1ccccc1NC(=O)c1ccc(SCC(=O)NCc2ccccc2Cl)c([N+](=O)[O-])c1	-5	0.3	0	-9	103	0.1	-3	10	0
CCOc1ccc(S(=O)(=O)NCCC(=O)N2CCN(c3ncccn3)CC2)cc1	-3	-1.3	.	.	.	0.9	-8	.	.
C/C(=N/NC(=O)C(C)n1nc(C)c([N+](=O)[O-])c1C)c1ccc(OCC(N)=O)cc1 (stereo unspecified)	-11	0.2	3	-16	88	0.2	2	.	-31
O=C(OCC(=O)N1CCOCC1)c1ccc2ccccc2c1O	-5	3.5	.	.	.	2.7	-5	.	.
CCCCC(=O)Nc1sc2c(c1C(N)=O)CCC2	-13	-2.3	-3	-17	106	-1.2	-1	39	3
CCN(CC)C(=O)CSc1nc2ccccc2c(=O)n1-c1ccccc1OC	-10	-1.8	4	6	102	-1.4	-2	38	5
CC(C)CN1CCC(=O)N(CCSc2ccccc2)CC1	-8	-0.3	3	1	109	-0.4	1	35	1
CCNC(=O)COC(=O)c1cccc(Br)c1	-6	-0.8	-8	-8	39*[inhibitor]	-0.2	-4	.	-13
COc1cc(COc2ccc3c(C)c(CC(=O)O)c(=O)oc3c2C)cc(OC)c1OC	-3	0.5	-2	10	100	0.7	-9	22	0
CCc1nnc(NC(=O)c2cc(C)oc2C)s1	4	-0.7	-15	-11	113	-0.1	-2	3	12
CNC(=S)N1CCc2cc(OC)c(OC)cc2C1COc1ccc(F)cc1 (stereo unspecified)	-3	1.9	-4	24	91	1.3	-6	6	-7
O=c1cc(N2CCCCC2)c(-c2ccccc2)nn1Cc1ccccc1Cl	-14	2.2	-1	-6	96	0.9	-4	-5	2
O=C(Nc1ncc(Cc2cccc(C(F)(F)F)c2)s1)c1ccc(-c2cccc([N+](=O)[O-])c2)o1	-4	0.4	0	-10	108	1.0	-2	20	23
O=C(Nc1ccccc1N1CCN(c2ccc(F)cc2)CC1)C1CCCCC1	.	.	2	3	107	.	-7	9	3
O=C1/C(=C/c2ccccc2O)SC(=S)N1Cc1cccnc1	0	0.8	8	-2	103	1.7	0	11	3
OCC1(CO)COC(/C=C/c2ccccc2)=N1	-3	0.6	2	-10	100	0.6	-3	-4	4
